GPR151 activ: activators of human GPR151 | Q8TDV0 | PathHunter beta-arrestin GPR151 cells, luminescence | activation, % at 11.2 µM | 650,000 compounds, 1% hits | AID 1508602; in the data active = activation above about 4.9%;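 also: 0% = median of compound wells and 100% = cells with positive control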
Target sequence (Q8TDV0 whole entry, looked up): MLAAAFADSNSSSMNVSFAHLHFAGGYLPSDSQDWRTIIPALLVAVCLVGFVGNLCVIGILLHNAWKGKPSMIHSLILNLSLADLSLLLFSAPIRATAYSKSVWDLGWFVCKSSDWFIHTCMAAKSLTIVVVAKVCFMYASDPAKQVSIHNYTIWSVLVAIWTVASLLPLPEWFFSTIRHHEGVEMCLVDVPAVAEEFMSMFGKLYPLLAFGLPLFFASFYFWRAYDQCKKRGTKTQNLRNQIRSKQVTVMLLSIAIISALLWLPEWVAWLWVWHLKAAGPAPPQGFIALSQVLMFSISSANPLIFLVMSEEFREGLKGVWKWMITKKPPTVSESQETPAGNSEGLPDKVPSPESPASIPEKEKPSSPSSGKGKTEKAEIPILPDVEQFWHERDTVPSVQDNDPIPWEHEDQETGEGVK
MITF inh: blocks human microphthalmia-associated transcription factor | AID 1259374 | 650,000 compounds, 0.91% hits | inhibition, % at 2.6 µM | O75030 | AlphaScreen MITF homodimerization, bead proximity signal; in the data active = inhibition above about 50%;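 also: 0% = vehicle wells with protein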
Target sequence (O75030 whole entry, looked up): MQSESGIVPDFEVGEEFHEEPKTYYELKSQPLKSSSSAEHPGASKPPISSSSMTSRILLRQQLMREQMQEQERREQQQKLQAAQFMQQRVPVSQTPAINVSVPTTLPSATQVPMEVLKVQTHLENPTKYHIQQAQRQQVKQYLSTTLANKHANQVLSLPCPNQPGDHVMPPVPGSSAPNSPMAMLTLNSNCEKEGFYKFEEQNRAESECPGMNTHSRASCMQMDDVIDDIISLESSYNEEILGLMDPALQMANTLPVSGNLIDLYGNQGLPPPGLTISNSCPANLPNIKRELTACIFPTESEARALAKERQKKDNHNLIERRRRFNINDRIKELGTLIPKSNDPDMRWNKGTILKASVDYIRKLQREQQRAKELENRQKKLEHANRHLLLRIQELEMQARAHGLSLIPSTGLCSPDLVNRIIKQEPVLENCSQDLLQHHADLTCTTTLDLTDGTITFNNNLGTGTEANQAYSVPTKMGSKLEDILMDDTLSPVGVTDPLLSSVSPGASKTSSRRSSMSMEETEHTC
FBW7 act: human FBW7 E3 ligase activation, primary screen. 650,000 compounds, 0.13% hits. AlphaScreen FBW7–phospho-cyclin E peptide binding, activator screen. normalized activity (activation), % at 26.1 µM. AID 1259310. Q969H0; in the data active = normalized activity above about 1.9%;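 also: purified mutant Fbw7 with reduced substrate affinity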
TEAD-YAP inh: TEAD-YAP interaction inhibition. 640,000 compounds, 1.4% hits. HEK-TIYL cells, TEAD-Gal4/YAP UAS-luciferase luminescence. AID 1259422. inhibition, % at 9.12 µM; in the data active = inhibition above about 32%;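 also: 0% = median of test compound wells and 100% = reference inhibitor wells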
Starred values were filed as active, the others as inactive.

canonical_smiles	GPR151 activ	FBW7 act	MITF inh	TEAD-YAP inh
CCc1ccccc1NC(=O)CCCC(=O)OCC(=O)c1ccc(F)cc1	-2.7	0.6	4	7
O=C(Nc1ccc2nc3n(c(=O)c2c1)CCCCC3)C(=O)Nc1cccnc1Cl	-0.6	0.3	11	0
CCN(CC)C(=O)c1nn(-c2ccccc2OC)c(=O)c2ccccc12	-1.2	0.0	0	-5
O=C(Nc1ccc(NC(=O)c2cc3ccccc3o2)cc1)c1cccc(Cl)c1	-0.7	0.0	8	2
CC(C)NC(=O)CN(Cc1ccc(F)cc1)C(=O)CCC(=O)Nc1ccccn1	0.5	-0.1	-2	5
CCN1CCN(C(=O)C2CC3CCCN3C23C(=O)N(C)c2ccccc23)CC1 (stereo unspecified)	-0.4	0.4	-4	1
CC(C(=O)N1CCC2(CC1)CC2C(=O)Nc1ccccc1)N1CCOCC1 (stereo unspecified)	0.5	0.1	-2	-7
Cc1cc(/C=N/N2CCOCC2)cc(C)c1O	-1.2	-0.1	-7	-4
CCOCCOC(=O)C1=C(C)NC2=C(C(=O)CC(c3ccccc3)C2)C1c1ccc([N+](=O)[O-])cc1 (stereo unspecified)	0.1	0.4	16	14
CC(C)Oc1c(Cl)cc(C=O)cc1Cl	6.8*	0.1	12	22
CCOC(=O)c1c(NC(=O)c2cccc(Cl)c2)sc(C(=O)Nc2ccccc2F)c1C	0.2	0.0	15	1
O=[N+]([O-])c1cccc(CSc2nnnn2-c2ccccc2)c1	1.7	-0.1	-2	0
O=C(/C=C/c1cccc([N+](=O)[O-])c1)Oc1ccc2c(c1)oc(=O)c1ccccc12	1.2	0.1	20	3
O=C1CCC(CCNCc2ccccc2)N1CCc1ccncc1 (stereo unspecified)	-2.4	0.1	-7	-6
O=C(COc1ccccc1)Nc1c2c(nn1-c1cccc(Cl)c1)CS(=O)(=O)C2	1.9	-0.1	1	7
O=C(CCCn1c(=S)[nH]c2cc3c(cc2c1=O)OCO3)NCCc1ccc(Cl)cc1	-0.6	0.7	6	4
Cc1ccc(Cc2c(C)nc3nc(SCC(=O)NC4CCCC4)nn3c2C)cc1	1.8	0.2	11	14
CC(=O)c1ccc(N2C(=O)c3nccnc3C2=O)cc1	-2.3	-0.1	2	-10
O=C(O)COc1ccc(/C=C2\C(=O)NC(=O)N(c3ccc(Br)cc3)C2=O)cc1	-0.7	-0.1	2	8
COc1ccccc1N1CCN(C2CCCN(C(=O)c3cccc(N(C)C)c3)C2)CC1 (stereo unspecified)	-0.8	0.0	-5	-8
COc1ccc(N(C)C(=O)Cn2ncc3c(=O)oc4ccc(C)cc4c32)c(OC)c1	0.5	0.5	2	2
Cc1ccc(/C=C2\N=C(c3cccc([N+](=O)[O-])c3)OC2=O)cc1	0.5	-0.1	-1	6
c1cc2c(cc1Nc1c3c(nc4nncn14)CCC3)OCCO2	-0.4	-0.1	-1	9
COC(CN(C)C(=O)c1c(C)nc2sccn12)OC	-0.4	0.1	14	-7
COCCCN1C(=O)/C(=C\c2ccc3c(c2)OCO3)C(C(=O)OC)=C1C	0.2	0.2	7	6
C/C(=N/NC(=O)c1ccc2c(c1)OCO2)c1ccc(Br)s1	-0.8	0.6	12	-17
CCCCCn1c(SC(C(=O)NCc2ccccc2)C(=O)NCc2ccccc2)nc2ccccc2c1=O	-1.5	0.4	6	-1
O=C(CSC1CC(=O)N(c2ccccc2)C1=O)Nc1ccccc1F (stereo unspecified)	-1.0	0.1	12	6
CC1=C(C(=O)Nc2ccc(Cl)cc2)C(c2ccc([N+](=O)[O-])cc2)n2nnnc2N1 (stereo unspecified)	0.4	0.0	7	4
CCCOc1cccc(C(=O)Nc2ccc(Cl)c(-c3nc4ccccc4o3)c2)c1	-0.3	0.0	8	-7
COc1cccc(CNC(=O)Cn2nc3c4ccccc4ncn3c2=O)c1	1.2	0.0	-4	6
COc1ccc(Cc2nnc(Nc3cc(Cl)ccc3C)[nH]c2=O)cc1	5.0*	0.1	13	-3
NC(=O)c1ccc(-c2ncc(C(=O)Nc3ccc(Oc4ccccc4)cc3)s2)cc1	-1.2	-0.1	1	14
O=C(Nc1ccc(F)cc1)N[C@H]1C[C@H]2C(=O)N3CCC[C@@H]3C(=O)N2C1	2.8	0.0	16	17
COc1ccc2c(c1)OC(C)CN(Cc1c(C)nn(C)c1Cl)C2 (stereo unspecified)	-0.8	-0.3	-8	2
COc1ccc(/C=C2/c3cc(C)ccc3-c3nc4ccccc4nc32)cc1OC	1.0	-0.1	-3	-15
Cc1cc(-c2nc3cccnc3s2)ccc1NS(=O)(=O)c1ccccc1	-4.0	0.1	18	-27
O=C(Cc1c(C(=O)O)[nH]c2ccc(Cl)cc12)NCc1ccco1	1.0	0.4	11	2
O=[N+]([O-])c1ccc(-c2csc(SC/C=C/c3ccccc3)n2)cc1	2.3	0.0	21	3
Nc1nonc1-c1nc2ccccc2n1CC(=O)N/N=C\c1cccc(Cl)c1Cl	1.0	0.0	9	-1
Cc1cc(Cn2nnc(-c3ccc(Br)cc3)n2)cc(C)c1O	2.3	0.0	7	-4
CCC(C)C(=O)NCc1nnc2n1CCN(C/C=C/c1ccco1)CC2 (stereo unspecified)	1.4	0.0	60*	7
COc1ccc(Nc2nc(NNc3ccccc3)nc(C)c2[N+](=O)[O-])cc1	-0.3	-0.1	15	10
CCn1c(=O)oc2cc(NC(=O)CN3CCC4(CC3)NC(=O)c3ccccc3O4)ccc21	0.2	1.2	6	18
c1cc2c(cc1CN1CCOCC1)CN(Cc1ccc3nsnc3c1)CCO2	1.5	0.0	-10	-1
Cc1ccc(-c2ncn(-c3ccc(Nc4ncc(F)c(-c5cc(F)cc(N6CCOCC6)c5)n4)cc3)n2)cn1	2.2	-0.1	0	2
CCOC(=O)c1cnn(-c2nc3ccccc3n2C)c1/N=C/N(C)C	-0.6	0.0	-10	-95
N#Cc1c(NC(=O)CCS(=O)(=O)c2ccccc2)sc2c1CCCC2	-1.0	-0.1	2	-8
CN(c1ncnc2c1c(-c1ccccc1)cn2-c1ccccc1)C1CCCCC1	-1.9	0.3	2	1
COc1cccc(C2NC(=O)NC(C)=C2C(=O)Nc2ccccc2OC)c1 (stereo unspecified)	-0.3	0.1	-15	-2

The list goes on.
canonical_smiles	GPR151 activ	FBW7 act	MITF inh	TEAD-YAP inh
CC(Cl)C(=O)NCCc1ccc(F)cc1 (stereo unspecified)	1.7	-0.1	-5	8
COc1ccc(C(O)CN2CCc3c(nc(-c4cccs4)n3C)C2)cc1 (stereo unspecified)	0.7	0.2	9	-3
COc1ccc(-n2nc3c(c2NC(=O)c2cc(OC)c(OC)cc2[N+](=O)[O-])CSC3)cc1	-0.7	0.3	14	14
CC(Nc1cc(N2CCN(C(=O)c3ccc(C(C)(C)C)cc3)CC2)ccc1[N+](=O)[O-])c1ccccc1 (stereo unspecified)	-0.2	0.4	4	-7
O=C(Nc1ccc2nc(SCc3ccc(I)cc3)sc2c1)c1ccccc1[N+](=O)[O-]	-1.4	0.2	2	2
COCCCN1C(=O)/C(=C\c2ccccc2[N+](=O)[O-])C(C(=O)OC)=C1C	-0.2	0.0	23	-1
CCN(Cc1ccccc1)C(=O)CC1C(=O)NCCN1Cc1ccccc1C (stereo unspecified)	0.1	-0.2	2	0
Cc1cccc(/C=N/NC(=O)c2cccc([N+](=O)[O-])c2)c1	3.1	0.1	-4	2
C=CCNc1c([N+](=O)[O-])c(=O)n(-c2ccccc2)c2ccccc12	0.3	0.1	0	1
CCOC(=O)c1cc(O)c(C(=O)OCC)s1	-1.2	0.0	-15	10
O=C(Nc1ccc(Cl)cc1Cl)c1cc(S(=O)(=O)N2CCN(c3ccccc3F)CC2)ccc1F	0.2	0.3	25	7
c1nc2nc(NCc3ccc4c(c3)OCO4)nc(Nc3ccc4c(c3)OCO4)c2[nH]1	1.8	0.0	17	-2
COc1cc(Nc2ccnc(-c3ccc(C(=O)NC4CC4)cc3)n2)cc(OC)c1OC	0.2	-0.2	5	25
C=CCOC(=O)C1=C(C)Nc2c(c(=O)n(C)c(=O)n2C)C1c1ccc2c(c1)OCO2 (stereo unspecified)	2.1	0.1	3	-17
CN(C)CCNC(=O)C(=O)NCC1OCCCN1S(=O)(=O)c1cc(F)ccc1F (stereo unspecified)	-1.0	-0.1	15	2
CCCCc1ccc(NS(=O)(=O)c2cc3c4c(c2)C(C)C(=O)N4CCC3)cc1 (stereo unspecified)	0.2	-0.1	-11	8
O=S(=O)(Nc1ccc2oc3c(c2c1)CCCC3)c1ccc(F)cc1	0.7	-0.1	-5	-8
CCC(=O)NC(=S)Nc1ccc(F)c([N+](=O)[O-])c1	0.4	-0.1	2	3
CC1=NN(c2ccccc2)C(=O)C1C(c1ccccc1Cl)C(C#N)C#N (stereo unspecified)	2.8	-0.4	3	13
Cn1c(=O)n(CC(=O)NCCc2ccccc2)c2cccnc21	-0.5	-0.2	5	-6
COC(=O)C1=CN(Cc2ccc(Cl)cc2)C=C(C(=O)OC)C1c1cc2c(cc1Br)OCO2	-1.1	0.1	-6	1
CC1CCN(S(=O)(=O)c2ccc3nc(-c4cccnc4)cc(C(=O)O)c3c2)CC1	0.4	0.0	-12	-3
CCCC/C=C/c1cn2c(NC(=O)c3ccncc3)cnc2cn1	0.1	0.0	-6	-11
COc1ccc(Cl)c2sc(N3CCN(C(=O)c4ccc(Br)s4)CC3)nc12	-1.7	0.1	7	7
COc1ccc(CCNc2cc(Nc3cccnc3)nc(N)n2)cc1	0.8	0.0	9	16

Sorted by length of the SMILES (descending): part of the list above
canonical_smiles	GPR151 activ	FBW7 act	MITF inh	TEAD-YAP inh
COc1ccc(-n2nc3c(c2NC(=O)c2cc(OC)c(OC)cc2[N+](=O)[O-])CSC3)cc1	-0.7	0.3	14	14
O=C(Nc1ccc(Cl)cc1Cl)c1cc(S(=O)(=O)N2CCN(c3ccccc3F)CC2)ccc1F	0.2	0.3	25	7
C=CCOC(=O)C1=C(C)Nc2c(c(=O)n(C)c(=O)n2C)C1c1ccc2c(c1)OCO2 (stereo unspecified)	2.1	0.1	3	-17
O=C(Nc1ccc2nc(SCc3ccc(I)cc3)sc2c1)c1ccccc1[N+](=O)[O-]	-1.4	0.2	2	2
COCCCN1C(=O)/C(=C\c2ccccc2[N+](=O)[O-])C(C(=O)OC)=C1C	-0.2	0.0	23	-1
C=CCNc1c([N+](=O)[O-])c(=O)n(-c2ccccc2)c2ccccc12	0.3	0.1	0	1
COc1ccc(Cl)c2sc(N3CCN(C(=O)c4ccc(Br)s4)CC3)nc12	-1.7	0.1	7	7
CC1=NN(c2ccccc2)C(=O)C1C(c1ccccc1Cl)C(C#N)C#N (stereo unspecified)	2.8	-0.4	3	13
COc1ccc(C(O)CN2CCc3c(nc(-c4cccs4)n3C)C2)cc1 (stereo unspecified)	0.7	0.2	9	-3
O=S(=O)(Nc1ccc2oc3c(c2c1)CCCC3)c1ccc(F)cc1	0.7	-0.1	-5	-8
CCC(=O)NC(=S)Nc1ccc(F)c([N+](=O)[O-])c1	0.4	-0.1	2	3
CCCC/C=C/c1cn2c(NC(=O)c3ccncc3)cnc2cn1	0.1	0.0	-6	-11
CCOC(=O)c1cc(O)c(C(=O)OCC)s1	-1.2	0.0	-15	10
CC(Cl)C(=O)NCCc1ccc(F)cc1 (stereo unspecified)	1.7	-0.1	-5	8

Next section:
canonical_smiles	GPR151 activ	FBW7 act	MITF inh	TEAD-YAP inh
CCCS(=O)(=O)N1CCCC(C(=O)NCCCOC)C1 (stereo unspecified)	1.1	1.2	19	-13
Cc1ccc(NC(=O)Cc2noc3ccccc23)c(Cl)c1	0.7	-0.1	0	-46
CCOC(=O)C1(CCOc2ccccc2)CCN(C(=O)CCN2CCCCO2)CC1	-0.6	-0.1	8	4
Cc1sc2c(c1C)c(=O)n(-c1ccccc1)c(=O)n2CC(=O)NC1CCCC1	0.1	0.2	-11	4
Cc1ccc(Cn2nnc(C(=O)Nc3ccc(F)cc3C)c2N)cc1	1.8	0.0	-4	12
COc1ccccc1C1=NOC(C(=O)N2C(C)CCCC2C)C1 (stereo unspecified)	-0.6	0.0	7	-8
Cc1ccc(-c2ncn(-c3ccc(Nc4cc(Nc5ccccc5C(N)=O)c(C)cn4)cc3)n2)cn1	4.2	-0.2	-15	38*
CN1C(=O)C(=Cc2ccc(OCc3ccccc3F)cc2)C(=O)N(C)C1=S	-4.6	-0.2	-13	-10
CC(=O)c1ccccc1OCC(O)CN1CCN(c2cccc(C(F)(F)F)c2)CC1 (stereo unspecified)	-0.1	-0.1	2	-4
O=C1NC(=Nc2ccc(O)cc2)S/C1=C\c1ccc([N+](=O)[O-])cc1	0.4	-0.1	5	-6
CC1CCN(C(=O)CSc2ccc3nnc(-c4ccc(Cl)cc4)n3n2)CC1	2.3	0.0	-7	-3
CCCn1c(SCC(=O)Nc2c(C)cccc2C)nc2c(oc3ccccc32)c1=O	1.9	0.0	-3	4
OCCCCCNc1ncnc2c1nnn2Cc1ccccc1F	0.9	-0.2	-1	-1
CN1c2ncccc2C(=O)NC12CCCC2	-0.7	0.3	16	4
CCOC(=O)C1CCCN(C2=NC(=O)/C(=C/c3ccc(N(C)C)cc3)S2)C1 (stereo unspecified)	1.0	0.1	8	-5
